# RAD54 inh – inhibitors of human RAD54 branch migration; 360,000 tested, 0.14% active; inhibition, % at 10.4 µM; RAD54 Holliday junction branch migration, FAM/BHQ fluorescence; AID 602329; Q92698;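 active = mean normalized replicate activity at least 40 and at least half of replicates scoring 40 or more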;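 note: 0% = median of neutral control wells and 100% = median of positive control wells; inhibitors cause a drop in the FAM fluorescence signal; in these data hits start at about 50%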
# RAD52 anneal inh – RAD52 (human) annealing inhibition. P43351. recombinant RAD52 DNA annealing, FRET fluorescence. inhibition, % at 18.7 µM. 360,000 tested, 0.46% active. AID 651710;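 active = every replicate showing at least 50% inhibition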
# CFTR F508del cor – correctors of CFTR F508del function in bronchial epithelial cells | CFBE cells, YFP halide quenching; stimulated with forskolin plus potentiator P3; % fluorescence drop versus neutral controls | 350,000 tested, 0.36% active | activity (quench increase), % at 7.58 µM;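 active = mean added fluorescence quench of at least 8% versus neutral control, with both replicates also reaching 8%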;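 note: cells transiently co-express mutant CFTR-F508del with the halide-sensitive YFP; corrector assay measuring rescue of mutant channel to the surface after 24 h compound exposure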
# INS-1E GSIS act – GLuc luminescence reporter in INS-1E cells, primary screen for activators of glucose-dependent secretion of insulin; activation, % at 16.6 µM; 370,000 tested, 0.61% active; INS-1E GLuc reporter insulin secretion, 2-3 h;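 active = lowest replicate activation of at least 40%, so every replicate reaches that level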;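 note: 0% = median of neutral control wells and 100% = median of IBMX positive control wells; some compounds called inactive have numbers as strong as hits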
# ERAP1 inh – ERAP1 (human) enzyme inhibition; Q9NZ08; recombinant ERAP1, Leu-AMC fluorescence, 60 min; inhibition, % at 10.7 µM; 340,000 tested, 0.15% active; AID 652197;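 active = mean replicate inhibition of at least 30%, or all replicates individually reaching that 30% level; inactive = mean below 30% and not every replicate reaching it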;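 note: 0% = neutral control wells and 100% = L-leucinethiol positive control wells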
# Target sequence (Q9NZ08 whole entry, looked up): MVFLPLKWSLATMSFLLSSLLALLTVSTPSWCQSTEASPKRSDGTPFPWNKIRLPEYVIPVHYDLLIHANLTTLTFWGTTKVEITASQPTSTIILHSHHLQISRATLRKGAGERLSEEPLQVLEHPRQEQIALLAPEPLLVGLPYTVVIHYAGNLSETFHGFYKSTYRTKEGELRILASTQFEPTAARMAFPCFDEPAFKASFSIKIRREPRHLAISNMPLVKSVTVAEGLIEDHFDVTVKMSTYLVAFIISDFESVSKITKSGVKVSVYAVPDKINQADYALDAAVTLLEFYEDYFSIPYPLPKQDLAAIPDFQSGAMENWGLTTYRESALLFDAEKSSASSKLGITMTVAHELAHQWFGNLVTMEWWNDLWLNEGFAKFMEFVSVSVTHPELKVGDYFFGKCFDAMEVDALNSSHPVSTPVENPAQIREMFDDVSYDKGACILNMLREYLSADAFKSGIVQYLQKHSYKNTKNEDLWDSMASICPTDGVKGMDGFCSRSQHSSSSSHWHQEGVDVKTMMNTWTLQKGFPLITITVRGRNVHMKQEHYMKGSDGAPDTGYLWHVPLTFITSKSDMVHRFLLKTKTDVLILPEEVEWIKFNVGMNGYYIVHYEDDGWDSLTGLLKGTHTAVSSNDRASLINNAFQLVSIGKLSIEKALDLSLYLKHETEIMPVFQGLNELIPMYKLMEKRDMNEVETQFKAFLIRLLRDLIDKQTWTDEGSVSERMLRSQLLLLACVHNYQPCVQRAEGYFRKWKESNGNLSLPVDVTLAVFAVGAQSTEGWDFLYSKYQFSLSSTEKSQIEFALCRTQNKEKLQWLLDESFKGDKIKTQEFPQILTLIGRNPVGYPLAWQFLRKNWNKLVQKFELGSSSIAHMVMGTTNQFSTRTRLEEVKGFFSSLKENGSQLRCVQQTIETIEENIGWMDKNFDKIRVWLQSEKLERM
# esBAF inh – SWI/SNF esBAF complex inhibition; mouse ES cells, Bmi1-luciferase knock-in reporter, 24 h; 100% = twice the neutral-well signal; reporter increase, % at 12.5 µM; 350,000 tested, 2% active; in the data active = activation above about 40%;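 note: 0% = median of the plate's neutral control wells and 100% = double that signal; a rise in the Bmi1 reporter signal indicates esBAF inhibition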
# ARNT TACC3 PPI – disruptors of human ARNT/TACC3 interaction; Q9Y6A5; AlphaScreen His-ARNT PAS-B/GST-TACC3 binding, luminescence; TACC3 fragment carries E629A point mutation; inhibition, % at 9.99 µM; 390,000 tested, 0.66% active; AID 623870;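 active = mean inhibition of replicates at least 50% and at least half of replicates each reaching 50%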;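 note: 0% = complete ARNT plus TACC3 wells and 100% = ARNT alone without TACC3; many hits fall short of the cut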
# XiGFP reactiv – X-chromosome reactivation activator; XiGFP mouse fibroblasts, % GFP-positive cells imaging, 3 d; cells co-treated with 5-aza-dC sensitizer; scaled so ellipticine positive control = 100%; activation, % at 7.58 µM; 360,000 tested, 0.055% active;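 active = mean normalized replicate activation at least 10% and every replicate at or above 10%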;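 note: 0% = median of on-plate neutral control wells and 100% = ellipticine 6 µM median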
#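 System: XiGFP fibroblasts, SV40-immortalized. Medium: DMEM plus 5-aza-dC sensitizer. Doses: single point. Timing: 3 d treatment, 15 min room-temperature fixation. Control set: ellipticine 6 µM.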
# * hit, by the source's call; x = not tested or not shown; & = joins results of further samples.
SMILES,RAD54 inh,RAD52 anneal inh,CFTR F508del cor,INS-1E GSIS act,ERAP1 inh,esBAF inh,ARNT TACC3 PPI,XiGFP reactiv
CCOC(=O)c1c(C)[nH]c(=S)c(C#N)c1-c1ccccc1,-7.5,x,x,2.7,x,x,1.0,0.0
Cn1cc(CN2CCN(c3ccccc3)CC2)c2ccccc21,-2.1,x,x,-1.5,x,-7.5,14.0,x
Cc1noc(C)c1NC(=O)Nc1ccc2c(c1)CC(=O)N([C@H](C)CO)C[C@@H](C)[C@@H](CN(C)C(=O)Nc1ccc(F)cc1)O2,12.1,-1.9,-1.1,4.8,-2.3,-2.5,2.0,0.2
C[C@H]1CN([C@@H](C)CO)C(=O)Cc2cc(NC(=O)Cc3cn(C)c4ccccc34)ccc2O[C@@H]1CN(C)CC1CC1,3.7,19.4,0.0,-1.5,2.2,-2.6,-2.6,0.1
COc1ccc2c3c(n(C)c2c1)[C@H](CO)N(C(=O)c1cnccn1)CC31CCN(C(C)=O)CC1,x,3.3,-0.3,6.2,-0.7,x,x,0.4
O=C(/C=C/c1cccnc1)c1cccc(O)c1,17.4,-4.1,0.7,-12.3,-3.3,-4.1,x,x
CN(C)/C=N/c1nccc(-c2cccs2)n1,x,-12.9,1.1,14.5,-0.5,x,-1.1,-0.1
CN(Cc1nccn1C)C(=O)CC1C(=O)NCCN1Cc1cccc(Oc2ccccc2)c1 (configuration not stated),8.6,-23.8,-1.6,-2.4,5.4,x,11.8,0.2
O=C(Nc1cccc(S(=O)(=O)N2CCCCC2)c1)c1ccc(N2CCCC2=O)cc1,0.3,-5.3,2.4,-8.2,1.0,13.9,-0.9,0.2
Cc1cc(C(=O)NNc2ccc(C)c(C)c2)no1,x,-14.6,1.2,x,1.9,x,-0.6,0.1
CC(C)C#Cc1ccc2c(c1)O[C@@H](CN(C)Cc1cncnc1)[C@H](C)CN([C@@H](C)CO)S2(=O)=O,4.5,13.2,2.3,-15.0,3.8,10.3,8.1,-0.2
CCC(=O)c1ccc(OCC(O)CN2CCN(C(c3ccccc3)c3ccccc3)CC2)cc1 (configuration not stated),19.5,x,x,-29.3,x,-0.2,0.7,x
O=C(CN1C(=O)C2CCCCC2C1=O)Nc1ccc(OC(F)F)c(Cl)c1 (configuration not stated),6.0,0.8,2.6,-11.7,1.9,2.7,-13.1,0.0
COc1ccc(CN(Cc2nc3ccccc3c(=O)[nH]2)C(=O)c2ccco2)cc1,-2.8,1.0,1.4,4.0,-3.0,-2.0,x,0.0
CC(C)N(C)CCOC(=O)c1ccccc1Cl,x,-20.8,x,1.3,2.0,x,-8.9,0.0
C[C@H]1CCCCO[C@@H](CN(C)C(=O)NC2CCCCC2)[C@@H](C)CN([C@@H](C)CO)C(=O)c2cc(N(C)C)ccc2O1,-6.0,-12.7,-0.9,-8.7,0.1,7.4,2.0,0.2
C[C@H]1CN([C@@H](C)CO)C(=O)c2cccc(NC(=O)C3CCCCC3)c2O[C@H]1CN(C)C(=O)Nc1ccccc1,3.3,-5.4,-3.7,-2.0,-2.7,-6.6,18.7,-0.3
O=C(COc1ccc(Br)cc1Br)NNC(=O)c1cccs1,2.5,-5.5,-2.1,13.6,3.9,33.9,-3.1,0.0
c1cncc(Nc2c3ccccc3nc3ccccc23)c1,78.1*,59.1*,-0.2,0.7,4.2,2.4,-2.9,0.5
O=C(O)CSc1nnc(-c2ccc(Cl)cc2Cl)n1-c1ccccc1,-1.6,-7.4,x,x,-1.3,-13.2,-3.8,-0.1
COc1cc(C=O)ccc1Oc1nnnn1-c1ccc(C(N)=O)cc1,-1.8,x,x,42.8,x,-1.4,7.7,x
CCc1nc2ccc(C(=O)NCCOc3ccc(OC)cc3)cn2c1N(C)C(=O)Cc1ccccc1,10.8,-12.5,-1.5,x,0.0,-6.0,x,0.2
CCOC1CCCc2oc(-c3ccsc3)c(-c3cnc(OC)nc3)c21 (configuration not stated),x,-19.2,-6.4,1.5,3.3,x,x,0.0
CCc1ccc(NC(=O)c2n[nH]c(=O)c3ccccc23)cc1,9.6,-13.4,1.6,4.4,-2.1,59.7*,-11.7,0.6
CNC[C@H]1Oc2c(NC(=O)Nc3ccc(F)cc3)cccc2C(=O)N([C@@H](C)CO)C[C@@H]1C,11.7,-7.5,-0.8,-3.4,-16.6,-0.5,-3.3,-0.4
SMILES,RAD54 inh,RAD52 anneal inh,CFTR F508del cor,INS-1E GSIS act,ERAP1 inh,esBAF inh,ARNT TACC3 PPI,XiGFP reactiv
CCc1ccccc1NC(=O)c1cnc2n(c1=O)CCS2,10.4,-7.5,-3.4,x,-2.1,8.7,3.0,-0.1
C[C@H](CO)N1C[C@H](C)[C@@H](CN(C)Cc2ccc(-c3ccccc3)cc2)Oc2ccc(NS(=O)(=O)c3ccc(F)cc3)cc2C1=O,5.1,10.2,2.6,-37.1,-2.1,-0.4,-0.6,0.0
O=C(CSc1ccc(F)cc1)Nc1ccc(Br)cc1,x,-13.4,0.0,-3.7,-3.3,x,-2.5,0.4
O=C(Cc1ccccn1)N1CC(=O)N2[C@H](CO)[C@@H](c3ccc(C#CC4CC4)cc3)[C@@H]2C1,x,-28.2,0.3,12.2,2.6,x,x,-0.1
O=C(Nc1ccc(N2CCOCC2)cc1)C1CCN(S(=O)(=O)c2ccc3c(c2)OCCO3)CC1,x,-15.6,-0.6,15.1,-4.5,x,13.5,1.0
COc1ccc(OCC(=O)N2CCC(n3nccc3NC(=O)C3CC3)CC2)cc1,3.0,19.9,0.2,-1.6,-2.5,1.2,-5.4,0.0
c1ccc(Sc2nc(N3CCCCC3)nc(N3CCCCC3)n2)nc1,2.8,6.2,x,-42.4,4.4,-7.9,-0.8,x
Cc1cccc(/C=N/NC(=O)c2cccc([N+](=O)[O-])c2)n1,x,-4.8,x,1.2,-0.7,x,x,0.0
CNC(=O)C[C@@H]1CC[C@H]2[C@@H](COc3ccc(NC(=O)c4ccccc4OC)cc3C(=O)N2C)O1,0.0,-6.7,-0.1,12.0,-1.0,1.4,0.7,0.2
CN1CCN(C(=O)[C@@H]2[C@@H](CO)[C@@H]3Cn4c(ccc(-c5cncnc5)c4=O)[C@@H]3N2CC2CC2)CC1,5.4,7.0,x,-1.0,1.8,-0.2,0.6,0.6
COc1ccc(OCCCC(=O)Oc2ccc(OC)cc2)cc1,-6.6,x,x,-5.9,x,4.5,-0.1,x
O=C(O)C1=CC2C=C(Cl)C=CC2OC1=O (configuration not stated),-1.1,-12.4,-2.3,-28.5,-1.2,-3.9,-3.4,0.2
O=C(Nc1cccc2cccnc12)c1cccc2ccccc12,-5.7,-4.6,0.4,-6.6,-5.4,0.4,-1.8,x
O=C(Cn1c(=O)c2cccn2c2cccnc21)N1CCN(c2ccccc2F)CC1,6.7,-36.0,-4.1,1.7,-3.3,-1.7,0.4,0.2
Cc1nc(C)c(C(=O)O)c(-c2cccs2)c1C(=O)O,3.4,-9.9,-0.3,-14.0,1.9,-3.7,-1.3,1.5
CO[C@@H]1CN(C)C(=O)c2ccc(NC(=O)c3cnccn3)cc2OC[C@@H](C)N(C(C)=O)C[C@H]1C,-2.3,-18.6,-0.8,8.7,3.7,-0.8,-1.0,0.3
Cc1cc(C(=O)N/N=C/c2c(C)[nH]n(-c3ccccc3)c2=O)n[nH]1,2.0,-22.9,0.5,-1.9,1.2,4.4,84.3*,0.1
CCN(CC)S(=O)(=O)c1ccc(N2CCOCC2)c(NC(=O)c2ccccc2F)c1,x,-40.8,1.6,-15.5,2.0,x,4.6,0.5
CN(Cc1ccccc1)C(=O)[C@@H]1CCCN1C(=O)OC(C)(C)C,x,-6.9,3.2,-6.7,-4.3,x,x,-0.1
CC1CCCN(C(=O)CCNC(=O)c2ccccc2Cl)C1 (configuration not stated),15.3,-9.8,0.0,0.3,0.3,-5.3,0.2,0.2
COc1ccc2c3c([nH]c2c1)[C@H](CO)N(C(=O)c1ccncc1)CC31CCN(C(=O)CC2CC2)CC1,x,-0.7,-2.3,8.3,6.5,x,x,0.2
O=C(O)c1ccc(COc2ccc([N+](=O)[O-])cc2Cl)cc1,-0.1,-6.0,-3.2,6.4,-0.9,x,x,0.1
CC1(C(=O)Nc2ccc3c(c2)OCCO3)CCN1Cc1ccc2ccccc2c1 (configuration not stated),2.6,-17.6,-1.9,-22.2,-7.8,-13.9,x,-0.1
O=C(O)c1cccc(N2C(=S)N=C(Nc3ccccc3)C23CCCCC3)c1,x,-8.2,0.2,4.4,-6.5,x,-8.4,0.0
C[C@@H]1CN([C@@H](C)CO)C(=O)c2cc(NC(=O)c3ccncc3)ccc2O[C@@H](C)CCCCO[C@H]1CN(C)Cc1ccc(C(=O)O)cc1,1.3,95.8*,-0.4,18.6,2.9,-0.9,-9.7,-0.1
O=C(O)CCC(=O)N(Cc1cccnc1)Cc1cccc(F)c1,2.7,x,x,5.5,x,8.2,-5.3,x
Cc1noc(C)c1S(=O)(=O)Nc1ccc2c(c1)C(=O)N([C@@H](C)CO)C[C@@H](C)[C@H](CN(C)C(=O)C1CCCCC1)OCCCC[C@@H](C)O2,3.2,10.2,-0.5,-6.6,-2.7,9.0,0.6,0.3
Cc1ccc(S(=O)(=O)N(C)C[C@@H]2Oc3c(NS(C)(=O)=O)cccc3C(=O)N([C@H](C)CO)C[C@@H]2C)cc1,-2.2,-2.3,-4.6,11.6,-0.2,-0.5,1.1,0.3&0.1
CCOc1ccc(Cl)cc1-c1cc(C(=O)Nc2ccc(C(C)C)cc2)[nH]n1,-6.1,-1.1,-1.2,-7.9,-9.6,-12.4,x,-0.1
C[C@H](CO)N1C[C@H](C)[C@H](CN(C)S(=O)(=O)c2ccc(F)cc2)Oc2ccc(NS(=O)(=O)c3ccc(Cl)cc3)cc2C1=O,-0.7,-4.6,-3.3,-19.0,0.3,-12.2,x,-0.4

# Some of the entries so far, with two lines to a compound.
# Results follow in this order: RAD54 inh, RAD52 anneal inh, CFTR F508del cor, INS-1E GSIS act, ERAP1 inh, esBAF inh, ARNT TACC3 PPI, XiGFP reactiv
> CCc1ccccc1NC(=O)c1cnc2n(c1=O)CCS2
  10.4, -7.5, -3.4, x, -2.1, 8.7, 3.0, -0.1
> C[C@H](CO)N1C[C@H](C)[C@@H](CN(C)Cc2ccc(-c3ccccc3)cc2)Oc2ccc(NS(=O)(=O)c3ccc(F)cc3)cc2C1=O
  5.1, 10.2, 2.6, -37.1, -2.1, -0.4, -0.6, 0.0
> O=C(CSc1ccc(F)cc1)Nc1ccc(Br)cc1
  x, -13.4, 0.0, -3.7, -3.3, x, -2.5, 0.4
> O=C(Cc1ccccn1)N1CC(=O)N2[C@H](CO)[C@@H](c3ccc(C#CC4CC4)cc3)[C@@H]2C1
  x, -28.2, 0.3, 12.2, 2.6, x, x, -0.1
> O=C(Nc1ccc(N2CCOCC2)cc1)C1CCN(S(=O)(=O)c2ccc3c(c2)OCCO3)CC1
  x, -15.6, -0.6, 15.1, -4.5, x, 13.5, 1.0
> COc1ccc(OCC(=O)N2CCC(n3nccc3NC(=O)C3CC3)CC2)cc1
  3.0, 19.9, 0.2, -1.6, -2.5, 1.2, -5.4, 0.0
> c1ccc(Sc2nc(N3CCCCC3)nc(N3CCCCC3)n2)nc1
  2.8, 6.2, x, -42.4, 4.4, -7.9, -0.8, x
> Cc1cccc(/C=N/NC(=O)c2cccc([N+](=O)[O-])c2)n1
  x, -4.8, x, 1.2, -0.7, x, x, 0.0
